Screening results (PubChem BioAssay)
FLuc inh counter = counter-screen for luciferase assay inhibitors: firefly luciferase inhibition. P08659. ATPLite firefly luciferase biochemical luminescence, 10 min. inhibition, % at 10 µM. hit rate 1.5% among 200,000. AID 1006;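 active = inhibition above about 50% when tested at 10 µM, limit read from the data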
Target sequence (P08659 whole entry, looked up): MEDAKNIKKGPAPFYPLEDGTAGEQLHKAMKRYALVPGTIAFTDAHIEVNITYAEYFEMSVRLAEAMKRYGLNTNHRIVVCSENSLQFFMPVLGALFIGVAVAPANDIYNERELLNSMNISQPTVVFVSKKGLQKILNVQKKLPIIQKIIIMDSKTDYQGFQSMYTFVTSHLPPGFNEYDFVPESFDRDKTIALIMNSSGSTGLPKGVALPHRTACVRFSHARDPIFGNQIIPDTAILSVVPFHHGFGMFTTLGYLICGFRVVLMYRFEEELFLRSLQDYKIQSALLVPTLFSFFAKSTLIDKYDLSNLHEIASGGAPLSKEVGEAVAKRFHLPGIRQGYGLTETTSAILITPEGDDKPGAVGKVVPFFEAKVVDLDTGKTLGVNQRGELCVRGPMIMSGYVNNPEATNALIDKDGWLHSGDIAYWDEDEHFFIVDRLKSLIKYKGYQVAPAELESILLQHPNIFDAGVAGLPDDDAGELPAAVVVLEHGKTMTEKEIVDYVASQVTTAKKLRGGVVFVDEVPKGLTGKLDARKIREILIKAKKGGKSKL
TLR4 MyD88 comp = blocks binding of human TLR4 to MyD88 | HeLa CL3-4 TLR4/MyD88 BLA complementation, FRET ratio | inhibition, % at 8.4 µM | O00206+Q99836 | hit rate 0.18% among 200,000; in the data active = inhibition above about 25%;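 note: 0% = vehicle and 100% = reference inhibitor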
G6PDH counter = L. mesenteroides G6PDH inhibition counter-screen. hit rate 0.12% among 200,000. AID 1020. inhibition, % at 5 µM. Purified L. mesenteroides G6PDH, diaphorase/resazurin coupled fluorescence, 45 min; in the data active = inhibition above about 50%
APP transl inh = APP translation inhibition | hit rate 0.82% among 190,000 | SH-SY5Y APP 5'UTR-luciferase reporter, luminescence | inhibition, % at 2 µM;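 active = inhibition above a set limit, derived from the sample mean plus 3 SD, cut at about 45% in these data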; note: values of inactives mirror those of a sister screen read the other way
NF-kB expr up = compounds increasing NF-kB expression in human neuronal cells; fold change at 12.5 µM; NF-kB reporter expression; stronger effect = higher value; hit rate 1.6% among 190,000; in the data active = fold change above about 3.3
FLuc stim CS = affects firefly luciferase, flagging false hits in luciferase stimulation screens | 200,000 tested, under 10 active | activation factor at 10 µM | ATPlite luciferase biochemical, luminescence, 10 min; 0 = ATP-free wells, 1 = DMSO control | P08659;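 active = luciferase activation factor, scaled between plate controls, of at least 2 with compound at 10 µM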
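Assay system: Luciferase/luciferin detection reagent, cell-free biochemical luciferase assay / Read-out: luciferase activation / Benchmarks: No-ATP low control, compound-free enzyme-plus-ATP high control / Medium: PBS buffer for ATP / Detection: luminescence measurement of luciferase light output / Schedule: 10 min at ambient temperature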
STAT1 activator = increases IFN-gamma driven STAT1 reporter signal. NIH 3T3 STAT1-luciferase reporter, luminescence; 100% = IFN-gamma alone, no compound. activation (% of control), % at 5.5 µM. hit rate 2.6% among 200,000. AID 932;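 active = activation above the screen-wide mean activation plus 3 SD, cut at about 130% in these data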;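 note: raw ratio to IFN-gamma control signal so 100% means no change and 0% no light; values of inactives mirror those of a sister screen read the other way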
APP 5'UTR act = activates APP 5'UTR luciferase reporter; AID 1276; SH-SY5Y APP 5'UTR luciferase reporter, luminescence; zero percent = DMSO vehicle wells; activation, % at 2 µM; hit rate 1% among 190,000;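 active = activation above a set limit, based on mean plus 3 SD of controls, cut at about 140% in these data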; note: values of inactives mirror those of a sister screen read the other way
Diaph inh CS = inhibits diaphorase or chemically oxidizes, flagging diaphorase assay artifacts. AID 1217. diaphorase resazurin-to-resorufin fluorescence, NADH, 16 min; bacterial (C. kluyveri) enzyme, not human. hit rate 0.69% among 190,000. inhibition, % at 20 µM;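 active = primary screen inhibition at 20 µM above a set limit, cut at about 50% in these data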;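 note: plate controls were DMSO with full reaction for no effect and wells lacking NADH for full effect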
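Test system: diaphorase enzyme from Clostridium kluyveri; amount: diaphorase at 0.14 U/mL in enzyme working solution; detection: fluorescence of resorufin formed from resazurin, Ex 544/Em 590 nm; times: reaction incubation of 16 min at room temperature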
Diaph act CS = counter-screen for diaphorase-based assays: diaphorase activators and chemical reducers. Diaphorase/resazurin coupled assay, resorufin fluorescence, 16 min; stronger effect = higher value; 1 = vehicle wells, 0 = NADH-free wells. activation factor at 20 µM. hit rate 0.005% among 190,000;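 active = diaphorase activity raised at least twofold by the compound at 20 µM; inactive = activation factor below 2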
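Material: purified diaphorase enzyme from Clostridium kluyveri / Medium: HEPES pH 7.4 buffer with MgCl2 and Tween 20 / Schedule: enzyme reaction of 16 min at room temperature / Measured by: resorufin fluorescence, excitation 544 nm, emission 590 nm / Evaluation: rise in resorufin formation, marking diaphorase activation or chemical reduction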
* = called active by the depositor; . = not tested or not shown.

nr	compound	FLuc inh counter	TLR4 MyD88 comp	G6PDH counter	APP transl inh	NF-kB expr up
1	Fc1ccccc1Cn1nnc2c(NCCc3ccccn3)ncnc21	-3.9	-18.2	2.8	12.7	1.14
2	Cc1ccc(C(=O)CNc2nc3c(c(=O)[nH]c(=O)n3C)n2Cc2ccccc2)cc1	-0.4	-8.4	4.0	1.9	0.59
3	CCC(NC(=O)NCCCn1ccnc1)(C(F)(F)F)C(F)(F)F	0.7	17.3	17.0	-7.8	1.12
4	C=CCOc1c(Br)cc(C2NC(=O)NC(C)=C2C(C)=O)cc1OCC (centres undefined)	-5.1	-0.5	3.4	-9.9	0.99
5	COC(=O)c1cc2c(cc1N)OCCO2	1.5	4.5	15.3	-14.8	1.04
6	S=c1[nH]nc(Cc2ccc(Cl)cc2)n1-c1ccc2c(c1)OCCO2	11.6	13.6	5.6	-17.0	0.88
7	O=C(NCc1ccco1)c1scc2c1OCCO2	0.6	6.2	13.6	-3.3	1.06
8	CCOC(=O)c1nnc(-c2ccc(C)cc2)nc1Sc1ccccc1Cl	2.1	-0.2	13.8	.	1.22
9	COc1ccccc1C(=O)Nc1ncc2c(n1)CC(c1ccco1)CC2=O (centres undefined)	1.4	1.2	6.1	9.1	1.14
10	O=C(/C=N/NC(=O)c1ccccc1Br)c1ccccc1	3.4	9.4	3.4	4.1	2.44
11	CCN(CC)CCNC(=O)Cn1nc(Cc2ccccc2)c2ccccc2c1=O	-6.2	-5.7	3.6	-8.9	0.93
12	Cc1[nH]nc(-c2ccc(O)cc2O)c1-c1ccc(Cl)cc1	-6.3	1.9	13.9	7.6	1.22
13	COC(=O)Nc1ccc(S(=O)(=O)N2CCCC(C(=O)NC3CCS(=O)(=O)C3)C2)cc1 (centres undefined)	-1.6	1.3	3.6	-11.2	0.99
14	COc1ccc(CCNC(=O)CSc2nnc3ccc(-c4cccnc4)nn23)cc1	-4.5	-6.5	2.4	8.6	1.13
15	CSc1nc2ccc(NC(=O)C3=NN(c4ccccc4)C(=O)CC3)cc2s1	3.2	-10.7	7.9	-18.6	1.39

nr	FLuc stim CS	STAT1 activator	APP 5'UTR act	Diaph inh CS	Diaph act CS
1	1	92.0	-12.7	23.5	0.8
2	1	95.5	-1.9	25.1	0.7
3	1	96.5	7.8	4.2	1
4	1.1	100.5	9.9	6.7	0.9
5	1	111.4	14.8	13.6	0.9
6	0.9	99.9	17.0	12.4	0.9
7	1	94.7	3.3	14.5	0.9
8	1	101.6	.	16.0	0.8
9	1	102.6	-9.1	12.0	0.9
10	1	126.7	-4.1	-3.7	1
11	1.1	94.1	8.9	14.3	0.9
12	1.1	94.1	-7.6	24.1	0.8
13	1	110.0	11.2	17.1	0.8
14	1	94.7	-8.6	19.8	0.8
15	1	94.4	18.6	32.9	0.7

Looked up by compound from the list above (5):
nr	compound	FLuc inh counter	TLR4 MyD88 comp	G6PDH counter	APP transl inh	NF-kB expr up
8	CCOC(=O)c1nnc(-c2ccc(C)cc2)nc1Sc1ccccc1Cl	2.1	-0.2	13.8	.	1.22
7	O=C(NCc1ccco1)c1scc2c1OCCO2	0.6	6.2	13.6	-3.3	1.06
10	O=C(/C=N/NC(=O)c1ccccc1Br)c1ccccc1	3.4	9.4	3.4	4.1	2.44
9	COc1ccccc1C(=O)Nc1ncc2c(n1)CC(c1ccco1)CC2=O (centres undefined)	1.4	1.2	6.1	9.1	1.14
1	Fc1ccccc1Cn1nnc2c(NCCc3ccccn3)ncnc21	-3.9	-18.2	2.8	12.7	1.14

nr	FLuc stim CS	STAT1 activator	APP 5'UTR act	Diaph inh CS	Diaph act CS
8	1	101.6	.	16.0	0.8
7	1	94.7	3.3	14.5	0.9
10	1	126.7	-4.1	-3.7	1
9	1	102.6	-9.1	12.0	0.9
1	1	92.0	-12.7	23.5	0.8

Next part.
nr	compound	FLuc inh counter	TLR4 MyD88 comp	G6PDH counter	APP transl inh	NF-kB expr up
16	CCCn1c(=O)n(C)c(=O)c2c(SCC(=O)NC34CC5CC(CC(C5)C3)C4)nc(CC(C)C)nc21	-1.5	0.4	-6.7	-1.0	0.87
17	CN(C)C/C(Cl)=C(\Cl)c1ccccc1	-0.1	4.7	0.5	-13.5	1.25
18	CSCCNCc1cn(-c2ccc(F)cc2F)nc1-c1ccccc1C	-2.3	0.2	-1.1	-8.9	0.98
19	Cc1cc(O)c(C(C)C)cc1NC1=NS(=O)(=O)c2ccccc21	-8.4	-0.8	-2.4	4.0	1.11
20	O=C1COc2ccc(N3C(=O)C=CC3=O)cc2N1	9.9	0.9	13.1	26.6	1.04
21	COC(=O)c1cc2ccsc2n1Cc1ccccc1F	-1.5	7.4	4.8	-4.8	1.1
22	O=C(Cn1nc(Cc2cccnc2)c2ccccc2c1=O)N1CCN(C(=O)c2ccco2)CC1	-7.7	-4.1	13.9	.	1
23	COc1ccc(CC(=O)c2c(O)cc(O)cc2O)cc1OC	-3.5	-27.2	26.5	5.1	1.04
24	COc1ccc(-c2nc(Cn3c(SCc4ccccc4F)nc4ccncc43)c(C)o2)cc1	7.0	3.0	-2.5	0.4	0.87
25	c1ccc(-c2ccccc2OCCOCCN2CCCCC2)cc1	-0.6	5.5	4.9	2.3	0.78
26	Cc1ccccc1-c1noc(-c2cccs2)n1	13.7	-12.0	-13.7	-50.1	2.26

nr	FLuc stim CS	STAT1 activator	APP 5'UTR act	Diaph inh CS	Diaph act CS
16	1	100.5	1.0	13.3	0.9
17	1	89.2	13.5	11.4	0.9
18	1	102.0	8.9	-8.3	1.1
19	1.1	97.4	-4.0	17.6	0.8
20	0.9	95.7	-26.6	17.6	0.8
21	1	118.8	4.8	11.3	0.9
22	1.1	98.6	.	-7.1	1.1
23	1	93.2	-5.1	13.8	0.9
24	0.9	107.1	-0.4	16.5	0.8
25	1	91.5	-2.3	2.6	1
26	0.9	142.7*	50.1	-0.8	1

Results in Diaph act CS (three entries from above):
No.	SMILES	Diaph act CS
24	COc1ccc(-c2nc(Cn3c(SCc4ccccc4F)nc4ccncc43)c(C)o2)cc1	0.8
25	c1ccc(-c2ccccc2OCCOCCN2CCCCC2)cc1	1
26	Cc1ccccc1-c1noc(-c2cccs2)n1	1
